PV pol inh – poliovirus RNA polymerase inhibition | poliovirus polymerase elongation, fluorescence polarization; hits give low values | % elongation, % (compound at 16.7 µg/mL) | 150,000 tested, 0.66% active | P03300; in the data active = % elongation below about 90%; note: some results filed as inactive read as strong as hits
Target sequence (P03300 1749-2209 limits assumed): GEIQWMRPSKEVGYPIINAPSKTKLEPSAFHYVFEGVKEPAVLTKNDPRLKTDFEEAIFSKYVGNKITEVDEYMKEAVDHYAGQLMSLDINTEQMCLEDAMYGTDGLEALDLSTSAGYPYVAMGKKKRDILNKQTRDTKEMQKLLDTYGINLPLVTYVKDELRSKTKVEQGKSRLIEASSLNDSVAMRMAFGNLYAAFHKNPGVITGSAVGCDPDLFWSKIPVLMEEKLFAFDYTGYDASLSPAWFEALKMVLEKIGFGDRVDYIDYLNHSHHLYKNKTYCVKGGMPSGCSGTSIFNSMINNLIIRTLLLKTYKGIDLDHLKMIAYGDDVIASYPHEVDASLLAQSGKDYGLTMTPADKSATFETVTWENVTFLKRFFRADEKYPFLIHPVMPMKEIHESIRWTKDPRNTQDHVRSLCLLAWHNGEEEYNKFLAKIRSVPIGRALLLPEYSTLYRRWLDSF
PV pol inh FP z-score – further read-out of PV pol inh, marked with its call; z-score; measured here: FP z-score; hits read low
The depositor's hits bear a star.

Below each SMILES – PV pol inh	PV pol inh FP z-score
CCN(CC1COc2ccccc2O1)S(=O)(=O)c1cccs1 (centres undefined)
→ 103	0.1
NS(=O)(=O)c1ccc(NC(=O)CS)cc1
→ 99	-0.3
O=C(CCCN1C(=O)C2C3C=CC(C3)C2C1=O)N1CCN(c2ccccc2F)CC1 (centres undefined)
→ 99	-1.7
CCc1ccccc1NC(=O)N1CCCn2nc(C)cc21
→ 107	-0.1
COc1ccc(C2CC(c3ccc4ccccc4c3)=NN2C)cc1 (centres undefined)
→ 105	0.5
CC1=C(C(=O)OC(C)C)C(c2cn(-c3ccccc3)nc2-c2ccc(OC(C)C)cc2)NC(=O)N1 (centres undefined)
→ 101	-0.1
CC(=O)OCC(=O)[C@@]1(O)[C@H](OC(C)=O)CC2C3CCC4=CC(=O)C=C[C@]4(C)[C@@]3(F)[C@@H](O)C[C@@]21C (some centres undefined)
→ 98	-0.3
Cc1noc(C)c1S(=O)(=O)N1c2ccccc2CC1C (centres undefined)
→ 102	-0.2
c1ccc(CNCc2ccc3c(c2)OCCO3)cc1
→ 106	1.3
CCOC(=O)c1sc2ncn(/N=C/c3cccnc3)c(=O)c2c1C
→ 99	-0.4
Cc1ccc(CN2CCN(CC(=O)N3CCC4(CC3)OCCO4)C2=O)cc1
→ 103	-0.3
CCc1ccccc1NC(=O)Cn1c(=O)n(-c2ccccc2)c(=O)c2oc3ccccc3c21
→ 103	-0.8
O=C(C1CCCN(S(=O)(=O)c2cccc3nsnc23)C1)N1CCN(c2ccccc2)CC1 (centres undefined)
→ 104	-0.9
CCCc1ccc(OC(C)c2nc(-c3ccc(-n4cccc4)cc3)no2)cc1 (centres undefined)
→ 103	-0.1
O=C(O)/C(=C\c1ccc(-c2ccc(F)cc2)o1)c1ccccc1
→ 127	2.2

In the list so far, these contain two or more sulfur atoms.
Below each SMILES – PV pol inh	PV pol inh FP z-score
CCN(CC1COc2ccccc2O1)S(=O)(=O)c1cccs1 (centres undefined)
→ 103	0.1
NS(=O)(=O)c1ccc(NC(=O)CS)cc1
→ 99	-0.3
O=C(C1CCCN(S(=O)(=O)c2cccc3nsnc23)C1)N1CCN(c2ccccc2)CC1 (centres undefined)
→ 104	-0.9

Following part.
Below each SMILES – PV pol inh	PV pol inh FP z-score
COC(=O)c1ccc(NC(=O)CCc2c(C)nc3c(-c4ccccc4)c(C)nn3c2C)cc1
→ 104	-0.8
O=C(O)c1cccc(NCc2ccc(Cl)cc2)c1
→ 103	0.3
CCc1ccc(CN2C(=O)c3ccccc3C2C(=O)NCC2CCCO2)cc1 (centres undefined)
→ 100	-1.5
CCCCCc1ccc(-c2ccc(C(=O)O)cc2)nc1
→ 102	0.4
CCN(CC)c1ccc2nnc(CCC(=O)N3CCCC3)n2n1
→ 100	-0.4
Cc1cc(Nc2ccccc2)n(-c2ccc(C(=O)O)cc2)n1
→ 112	0.7
COC(=O)C(O)(CC(=O)Nc1ccc(OC(F)(F)F)cc1)C(F)(F)F (centres undefined)
→ 97	-1.2
COC(=O)c1cc(C(=O)OC)c(C(=O)OC)cc1C(=O)OC
→ 104	0.1
COc1ccc(NC(=O)c2cccnc2N2CCCC2)cc1
→ 101	0.3
CCNC(=O)c1cccc(N)c1
→ 100	-0.1
O=C(COC(=O)Cc1c[nH]c2ccccc12)Nc1ccc(S(=O)(=O)N2CCCC2)cc1
→ 101	-0.3
Cc1ccc2oc3c(c(=O)c2c1)C(c1cccc(O)c1)N(CCCN1CCOCC1)C3=O (centres undefined)
→ 105	0
CC(C)(C)C(=O)NCCc1nc2ccccc2n1CCCCOc1ccc(Cl)cc1
→ 110	0.8
CN(c1ccccc1)S(=O)(=O)c1nnc(NC(=O)COc2ccccc2)s1
→ 105	-0.9
CCOC(=O)c1sc2nc(C)cc(C)c2c1NC(=O)c1cccs1
→ 100	-0.2
CCOc1cc(C2C(C(=O)N3CCCCC3)=C(C)NC3=C2C(=O)CCC3)ccc1OC(C)=O (centres undefined)
→ 101	0.4
Nc1cccc2nonc12
→ 101	0.3
Cc1cc(C(=O)Nc2ccc(C(C)C)cc2)n(-c2ccccc2)n1
→ 101	-0.2
Oc1c(C(c2cccs2)N2CCN(c3ccccc3)CC2)sc2ncnn12 (centres undefined)
→ 100	-0.4
CSc1nc2ccccc2n(C)c1=O
→ 101	-0.5
Cc1ccc(OC(=O)C2COc3ccccc3O2)cc1C (centres undefined)
→ 104	-0.3
CN1C(=O)/C(=C\c2coc3ccccc3c2=O)c2ccccc21
→ 103	0.1
NNC(=O)CCn1c(-c2ccccc2)c(-c2ccccc2)c2ccccc21
→ 101	0.1
CSc1ccc(CNCCCn2ccnc2)cc1
→ 98	-1.1
O=C1NCCN1CCNC(=S)NC1CC1
→ 101	-0.3
CCc1ccc2nc(N)sc2c1
→ 98	-1.6
Cc1noc2ncnc(N3CCC(C(=O)N4CCN(C(=O)c5ccco5)CC4)CC3)c12
→ 100	-0.5
CN(Cc1ccccc1)C(=O)Cn1cnc2c(cnn2C)c1=O
→ 102	0.1
O=C(NC1CCCC1)c1cc(-c2ccc(Cl)s2)nc2ccccc12
→ 100	-0.5
CCCSc1nnc(Cn2c(=O)sc3ccccc32)n1CCc1ccccc1
→ 102	0.3

Arranged by heavy-atom count (high to low): part of the list above
Below each SMILES – PV pol inh	PV pol inh FP z-score
O=C(NC1CCCC1)c1cc(-c2ccc(Cl)s2)nc2ccccc12
→ 100	-0.5
CN(Cc1ccccc1)C(=O)Cn1cnc2c(cnn2C)c1=O
→ 102	0.1
CSc1ccc(CNCCCn2ccnc2)cc1
→ 98	-1.1

The list goes on:
Below each SMILES – PV pol inh	PV pol inh FP z-score
COc1cccc(-n2c(C)nc3c(cnn3-c3ccc(C)c(C)c3)c2=O)c1
→ 104	-1.5
CC1(C)CC(=O)C=C(Nc2ccc(Br)cn2)C1
→ 104	0.4
CC(=O)Nc1ccc(NC(=O)CN2Cc3ccccc3C2=O)cc1
→ 100	-0.7
CC1CCN(c2nn3c(=O)c(C(=O)NCCc4ccc(Cl)cc4)cnc3s2)CC1
→ 104	-0.6
O=c1[nH]cc(Sc2cccc3cccnc23)c(=O)[nH]1
→ 119	1.7
CCOc1cc(-c2nc(-c3ccc(-c4ccccc4)nc3OCC)no2)cc(OCC)c1OCC
→ 101	-0.6
COCCNc1oc(COc2ccc(Br)cc2)nc1C#N
→ 101	0.1
O=C(NCc1ccccn1)C(c1ccccc1)c1ccccc1
→ 107	0.5
CCOC(=O)N1CCc2c(sc3c2c(=O)n(CCc2ccccc2)c(=O)n3CC(=O)Nc2ccccc2C)C1
→ 106	0.5
O=C(NCC1(N2CCOCC2)CCCCC1)c1ccc(Cl)c(S(=O)(=O)NCc2ccco2)c1
→ 102	0.2
CC(C)CN(CC(C)C)C(=O)C1CCN(S(=O)(=O)c2cccc3nsnc23)CC1
→ 103	0.7
CCN1CCc2nc(NC(=O)Cc3cn4ccsc4n3)sc2C1
→ 104	0.3
COc1ccc(-c2cc3nc(C)cc(C)n3n2)cc1
→ 100	-0.1
COc1cc(OC)cc(-c2nnc(SC(C)C(=O)c3ccccc3)o2)c1 (centres undefined)
→ 108	0.9
C/C(N)=C(/C#N)C(=O)COc1ccc(C#N)cc1
→ 102	0.3
Cc1noc(NS(=O)(=O)c2ccc(N3Cc4ccccc4C3=O)cc2)c1C
→ 100	-0.1
Cc1ccc(Cn2c(CNS(=O)(=O)c3ccc(F)c(Cl)c3)nc3cccnc32)cc1
→ 109	0.3
CCOC(=O)c1c(C)oc2ccc(N(C(C)=O)S(=O)(=O)c3c(C)cc(C)cc3C)cc12
→ 102	-0.8
CCN(CC)c1cccc(OC(=O)/C=C/c2ccco2)c1
→ 100	-0.3
CCC1CCCCN1C(=O)c1cc(Cl)ccc1OC (centres undefined)
→ 100	-0.5
Cc1ccc2nc(NC(=O)C3SC(=NCCN4CCOCC4)C(C(=O)NCc4ccco4)=C3N)sc2c1 (centres undefined)
→ 105	0.4
c1ccc2[nH]c(NCCN3CCOCC3)nc2c1
→ 103	1.1
O=c1oc2ccc3ccccc3c2cc1-c1nn(-c2ccccc2)cc1/C=N/O
→ 104	0.8
Cc1cccc(S(=O)Cc2ccc(C(=O)N3CCCC3)o2)c1 (centres undefined)
→ 99	-1.5
Cc1ccccc1Oc1ccc(Oc2ccccc2C)nn1
→ 103	0.1
O=C(CCCn1c(=O)c2ccccc2n(CC(=O)Nc2cccc(C(F)(F)F)c2)c1=O)NCc1ccc2c(c1)OCO2
→ 106	-0.1
CC1CCCN(C(=O)COC(=O)c2cccnc2Nc2cccc(C(F)(F)F)c2)C1 (centres undefined)
→ 97	-0.2
CCCCc1nn2c(=O)cc(COC(=O)c3cccs3)nc2s1
→ 103	-0.6
CCn1c2ccccc2c2nnc(NCc3ccccc3)nc21
→ 103	0.9
O=C(CC(NC(c1ccccc1)c1ccccc1)C(=O)O)c1ccc(Cl)cc1 (centres undefined)
→ 98	-0.7
CCCOc1ccc(C(=O)NCC2OCCc3ccccc32)cc1 (centres undefined)
→ 102	-0.8
CCC(c1nnc(SCC(C)C#N)n1Cc1ccccc1)N(C)C (centres undefined)
→ 104	0.3
COc1cc(CN(CC2CCCO2)C(=O)c2ccccc2F)cc(OC)c1OC (centres undefined)
→ 104	-0.5
COc1cc(NC(=O)N2c3ccccc3Sc3ccccc32)cc(OC)c1
→ 109	1
c1ccc(CSc2nn3cc(-c4ccccc4)nc3s2)cc1
→ 99	-0.1
COc1ccc(C(=O)O)cc1S(=O)(=O)NC(C)(C)C
→ 102	-0.5
COc1cc(OC)cc(C(=O)Nc2ccc(S(=O)(=O)N3CCCCC3c3cccnc3)cc2)c1 (centres undefined)
→ 104	-0.7
Cc1ccccc1C(=O)N(CC#N)CC#N
→ 96	-0.7
Nc1sc2ccccc2[n+]1C(=O)OCc1ccccc1
→ 101	0
COc1cc(C(=O)N/N=C/c2ccc(OC(=O)N3CCOCC3)cc2)cc(OC)c1OC
→ 100	-0.4
COc1cccc(NC(=O)CC2NCCNC2=O)c1 (centres undefined)
→ 101	-0.2
CCCS(=O)(=O)c1ncc(Cl)c(C(=O)Nc2c(C(=O)Nc3ccccc3)oc3ccccc23)n1
→ 117	0.1
O=C1c2ccccc2C(=O)C1C(c1ccco1)C1C(=O)c2ccccc2C1=O
→ 100	0.1
O=C(c1ccccc1)N1CCN(c2ccc(NCC3CCCO3)nn2)CC1 (centres undefined)
→ 104	0.2
CC(=O)c1cccc(NC(=O)CN2C(=O)CCc3cc(S(=O)(=O)N4CCCCC4)ccc32)c1
→ 100	-1.5

The final 2 compounds of the part before lead into the next:
Below each SMILES – PV pol inh	PV pol inh FP z-score
O=C(c1ccccc1)N1CCN(c2ccc(NCC3CCCO3)nn2)CC1 (centres undefined)
→ 104	0.2
CC(=O)c1cccc(NC(=O)CN2C(=O)CCc3cc(S(=O)(=O)N4CCCCC4)ccc32)c1
→ 100	-1.5
Cc1c(Cl)cccc1NC(=O)CN1C(=O)C(C)N=C(c2ccccc2)c2ccccc21 (centres undefined)
→ 114	1.5
Cc1ccc(S(=O)(=O)CCC(=O)Nc2ccc(C)c(C)c2)cc1
→ 100	-1.2
CC1CCCN(CC(=O)Nc2ccc(C(=O)O)cc2)C1 (centres undefined)
→ 103	0.2
CCOc1ccccc1CC1C(=O)Nc2ccc(Br)cc21 (centres undefined)
→ 104	-0.7
O=C(O)CCc1nnc2ccc(NCc3ccco3)nn12
→ 95	-2.2
C=CCn1c(CCNC(=O)c2ccc(OC)cc2)n[nH]c1=S
→ 101	-0.6
Cc1ccc2c(CSc3nncs3)cc(=O)oc2c1
→ 100	-0.4
COC(=O)C1C(=O)C=C(N2CCOCC2)CC1(C)C (centres undefined)
→ 97	-0.3
COc1ccc(CNC(=O)c2oc3ccc4nc(N(C)C)sc4c3c2C)cc1
→ 99	-0.9
CCC(NC(=O)Nc1cc(C)ccc1OC)c1ccccc1 (centres undefined)
→ 107	2.2
CC1CC(NS(=O)(=O)c2cc3c4c(c2)CCN4C(=O)CC3)CC(C)(C)C1 (centres undefined)
→ 103	0.4
CC(C(=O)N(C)Cc1ccccc1)N1CCN(C/C=C/c2ccccc2)CC1 (centres undefined)
→ 98	-0.9
Cc1cccc(Cn2nc(C)n3c(cc4cc(C)ccc43)c2=O)c1
→ 107	0.1
CCOC(=O)c1oc2c(c1C)-c1nn(CC)cc1CC2
→ 100	-0.6
Cc1cccc(NC(=O)CSc2nc(C)c(Cc3ccccc3)c(=O)[nH]2)c1C
→ 110	1

Complete entries, quoted from the list:
`CC1CCCN(CC(=O)Nc2ccc(C(=O)O)cc2)C1` (centres undefined) reads PV pol inh: 103; PV pol inh FP z-score: 0.2
`Cc1cccc(Cn2nc(C)n3c(cc4cc(C)ccc43)c2=O)c1` reads PV pol inh: 107; PV pol inh FP z-score: 0.1

Additional compounds
Below each SMILES – PV pol inh	PV pol inh FP z-score
CCCC(C(=O)NC1CCCC1)N(Cc1ccccc1)C(=O)Cn1nnc(-c2ccc(C)o2)n1 (centres undefined)
→ 105	0.6
CC(C)(C)C(=O)NC(=S)Nc1ccccc1
→ 99	-0.2
CCC(CC)C(=O)Nc1cccc(-c2nc3ccccc3s2)c1
→ 102	-0.3
COc1ccc(Nc2nc3ccc(Cl)cc3n3nnnc23)cc1OC
→ 110	1.5
COc1cccc(CN(C(=S)NCc2ccccc2)c2ccc(F)c(Cl)c2)c1O
→ 104	0.1
CCCCN(C)C(=O)c1cn(C)c2ccc(S(=O)(=O)N3CCC(C)CC3)cc2c1=O
→ 106	0.3
Cc1ccc(CNC(=O)c2cccn2-c2nnc(N3CCCCC3)s2)cc1
→ 115	1.9
Cc1ccc(-n2cc(C(=O)Oc3cccc(C)c3)c3ccccc3c2=O)cc1
→ 110	0.6
O=C(NCc1cccs1)c1csc(C2COc3ccccc3O2)n1 (centres undefined)
→ 98	-1.1
Cc1ccc(C)c(N2CCN(C(=O)c3cc(S(=O)(=O)N4CCCCC4)cn3C)CC2)c1
→ 103	-0.6
Cn1c(SCc2cccnc2)nnc1C1CCCN(C(=O)C2CCCO2)C1 (centres undefined)
→ 102	0
O=C(NCCCc1ccccc1)c1cc2c(s1)CS(=O)(=O)C2
→ 101	-0.2
COc1cc([N+](=O)[O-])ccc1NC(=O)N1CCN(c2cc(-c3noc(C)n3)ccc2C)CC1
→ 112	1.1
O=C(CSc1nc2ccccc2c(=O)n1-c1ccccc1)N1CCOCC1
→ 100	-0.4
CCOC(=O)Nc1ccc2c(c1)N(C(=O)CCNC)c1ccccc1S2
→ 99	-0.3
CCOC(=O)c1nc2c3ccccc3ncn2n1
→ 100	-0.2

A portion of the library. The share of hits here may be higher or lower than overall.
